# Compound activity from PubChem BioAssay.
# TRPC4 potent = allosteric potentiators of mouse TRPC4 channel; Q9QUQ5; HEK293 TRPC4beta/mu-opioid, DAMGO EC20, Fluo-4 Ca2+ flux; hits give high values; B-score at 10 µM; 0.42% of 310,000 active; AID 2227;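 active = B-score of calcium response area above 5 SD of library B-scores, with initial fluorescence ratio within 5 SD of library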;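 also: B-score of integrated fluorescence ratio over time as area under calcium response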
# KCNQ1 block = human KCNQ1 channel inhibition. P51787. CHO-K1 KCNQ1, FluxOR thallium flux fluorescence; hits give high values. B-score at 10 µM. 1.3% of 310,000 active. AID 2642;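 active = compounds whose thallium flux B-score, printed positive for inhibition, exceeds three library SD while starting fluorescence stays within three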;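 also: channel opened by potassium depolarization with thallium stimulus after 20 min compound exposure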
# Target sequence (P51787 whole entry, looked up): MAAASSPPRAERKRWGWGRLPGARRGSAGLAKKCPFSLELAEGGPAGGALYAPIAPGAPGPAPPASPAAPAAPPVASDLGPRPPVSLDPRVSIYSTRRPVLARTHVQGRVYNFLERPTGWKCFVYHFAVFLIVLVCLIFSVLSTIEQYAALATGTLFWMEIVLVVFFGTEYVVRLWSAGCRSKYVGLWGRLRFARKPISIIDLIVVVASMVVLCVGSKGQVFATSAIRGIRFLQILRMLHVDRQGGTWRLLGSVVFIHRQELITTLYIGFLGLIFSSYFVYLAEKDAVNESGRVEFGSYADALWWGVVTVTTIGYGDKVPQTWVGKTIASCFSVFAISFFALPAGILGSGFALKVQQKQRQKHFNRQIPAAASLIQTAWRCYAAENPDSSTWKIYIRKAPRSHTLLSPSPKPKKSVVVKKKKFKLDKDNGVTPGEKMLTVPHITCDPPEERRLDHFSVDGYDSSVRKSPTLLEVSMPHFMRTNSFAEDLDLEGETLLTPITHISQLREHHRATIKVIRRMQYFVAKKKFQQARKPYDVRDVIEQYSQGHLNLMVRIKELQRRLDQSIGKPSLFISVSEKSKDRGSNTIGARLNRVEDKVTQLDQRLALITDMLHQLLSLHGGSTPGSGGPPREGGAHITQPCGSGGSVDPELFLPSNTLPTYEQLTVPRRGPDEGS
# KCNQ1 act = potentiates or activates the human KCNQ1 potassium channel | B-score at 10 µM | 0.35% of 310,000 active | AID 2648 | P51787 | CHO-K1 KCNQ1, thallium flux FluxOR fluorescence; hits give high values;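 active = fluorescence ratio B-score, a plate-corrected score, at least three library SD, with initial intensity B-score within 5 SD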
#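 Assay system: CHO-K1 cells stably expressing KCNQ1; Medium: assay buffer with matched DMSO; Also added: K+/Tl+ depolarizing stimulus; Dosing: single dose; Timing: dye 90 min, compound 20 min, room temperature; Measured by: kinetic FluxOR thallium fluorescence, 10-s 1-Hz baseline, 110-s post-stimulus read; Read-out: peak-minus-minimum fluorescence over initial fluorescence, negative-control normalized, B-scored.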
# TMEM16A inh = inhibitors of mouse TMEM16A calcium-activated chloride channel. Q8BHY3. 1.2% of 310,000 active. normalized B-score (activity score, 25-100; higher = stronger inhibition) at 10 µM. HEK293 TMEM16A/YFP iodide influx fluorescence, ionomycin. AID 588511;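 active = ratio plate-corrected score three or more library SD toward inhibition, starting fluorescence score within five deviations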;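 also: score derived from kinetic fluorescence span divided by baseline fluorescence per well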
# hERG protect = compounds protecting human hERG from proarrhythmic drug block | Q12809 | CHO-hERG, FluxOR thallium flux, dofetilide IC70 present | activation (rescue from dofetilide block), less the hit threshold, % at 10 µM | 0.51% of 310,000 active;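 active = activation above the mean of controls blocked by dofetilide plus 5 SD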;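 also: thallium influx through hERG after potassium depolarization seen as dye fluorescence rise; in these data hits start at about 4.7%; inactives centre near -7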
# ANO1 activ = mouse TMEM16A channel activation, primary screen | HEK293 TMEM16A/YFP-H148Q/I152L, iodide quench fluorescence; hits give low values | B-score at 10 µM | 0.3% of 340,000 active | Q8BHY3;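 active = fluorescence-ratio B-score plate-corrected deviation score at least 3 library SD below zero, with starting fluorescence score within 5 deviations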;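 also: channel opened by trigger with iodide after compound preincubation; score built on the fluorescence ratio of max minus min over baseline; more negative score means more quench and so TMEM16A activation or potentiation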
# HDAC3 inhib = blocks human histone deacetylase 3; recombinant HDAC3, fluorogenic peptide/trypsin coupled, fluorescence; inhibition, % at 8.3 µM; 0.15% of 320,000 active; AID 2718; in the data active = inhibition above about 26%, passing the limit was not always enough; inconclusive = no clear call, values can overlap the other calls
# Target sequence (O15379 whole entry, looked up): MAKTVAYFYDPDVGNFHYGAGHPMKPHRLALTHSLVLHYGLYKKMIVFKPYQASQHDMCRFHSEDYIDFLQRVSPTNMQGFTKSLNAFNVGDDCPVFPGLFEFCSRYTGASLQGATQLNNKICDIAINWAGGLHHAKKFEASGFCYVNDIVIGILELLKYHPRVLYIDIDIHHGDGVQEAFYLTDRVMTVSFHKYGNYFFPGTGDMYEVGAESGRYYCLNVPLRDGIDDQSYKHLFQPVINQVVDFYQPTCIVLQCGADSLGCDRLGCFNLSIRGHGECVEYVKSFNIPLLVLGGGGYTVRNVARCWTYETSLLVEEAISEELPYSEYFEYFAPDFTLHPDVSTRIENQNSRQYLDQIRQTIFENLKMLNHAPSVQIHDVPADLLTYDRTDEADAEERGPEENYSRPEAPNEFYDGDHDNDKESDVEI
# TRPC4 agonist = TRPC4 (mouse) channel activation; Q9QUQ5; HEK293 TRPC4beta/mu-opioid, Fluo4 calcium fluorescence; hits give high values; B-score at 10 µM; 0.49% of 310,000 active; AID 2237;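 active = B-score above 5 SD of library B-scores, and initial fluorescence ratio not above library mean plus 5 SD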;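 also: positive B-score marks a calcium rise read as TRPC4 activation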
#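 Incubation: 45 min room-temperature Fluo4 loading, 110 s read / System: HEK293 cells stably co-expressing mouse TRPC4beta and mu-opioid receptor / Signal: Fluo4 fluorescence, kinetic / Control set: buffer (low) and maximal DAMGO (high) / Measure: integrated baseline-normalised fluorescence ratio, converted to per-well B score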
# KCNK3 block = human KCNK3 channel inhibition, primary screen; O14649; CHO-KCNK3 thallium flux, FluxOR fluorescence; hits give low values; B-score at 10 µM; 0.84% of 340,000 active; AID 602410;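 active = B-score under library mean minus 4 SD, starting fluorescence ratio at most library mean plus 5 SD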;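 also: more negative B-score means stronger inhibition of thallium flux through KCNK3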
# KCNK9 inh = blocks the human KCNK9 two-pore domain potassium channel | 1.2% of 310,000 active | Q9NPC2 | B-score at 10 µM | HEK293 KCNK9, FluxOR thallium flux fluorescence; hits give low values;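 active = ratio B-score over 3 SD below the library mean, with starting fluorescence within 5 SD of its mean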;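 also: negative B-score means less thallium flux so channel inhibition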
# DYRK1A inh = blocks rat Dyrk1A kinase activity; Q63470; ADP-Glo luminescence, NFATc1 peptide; inhibition, % at 12.5 µM; 0.43% of 310,000 active; in the data active = inhibition above about 50%;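 also: plate controls were vehicle with enzyme for no effect and no enzyme for full effect; many of its hits are not listed in these tables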
# Starred values were filed as active, the others as inactive; i = inactive; ? = inconclusive; / = not tested or not shown. An excerpt; the hit share may differ from the screen's.
SMILES,TRPC4 potent,KCNQ1 block,KCNQ1 act,TMEM16A inh,hERG protect,ANO1 activ,HDAC3 inhib,TRPC4 agonist,KCNK3 block,KCNK9 inh,DYRK1A inh
Cc1cc(Br)ccc1N1C(=O)CC(=O)NC1=O,i,i,i,i,-2.0,i,1.6,i,i,i,5.4
COc1ccc(-c2n(-c3ccccn3)c3ccccc3[n+]2-c2ccccn2)cc1,i,i,i,/,-11.2,i,/,i,i,i,-0.6
Nc1ccc2c(c1)oc1ccccc12,i,i,i,i,-6.8,i,-18.3,i,i,i,-6.5
COc1ccc(-c2cc(=NCCCCCC(=O)O)c3cc(C)ccc3o2)cc1,i,i,i,/,-12.7,i,/,i,i,i,1.4
COc1cc(CN2CCCC(C(=O)c3sccc3C)C2)cc(Cl)c1O (centres undefined),i,i,i,i,-10.4,i,8.1,i,i,i,3.1
N#Cc1c(/N=C/C2C(=O)NC(=S)NC2=O)sc2c1CCCC2,i,i,i,i,-4.0,i,2.2,i,i,i,16.4
O=c1[nH]c(O)c(/C=C2\C=NN=C2c2ccccc2)c(=O)[nH]1,i,i,i,i,-1.5,i,-0.5,i,i,i,-1.1
CCCC[N+]1(C)[C@@H]2CC(OC(=O)[C@H](CO)c3ccccc3)C[C@H]1[C@@H]1O[C@@H]12 (some centres undefined),i,i,i,i,-4.3,-10*,-6.9,i,i,i,3.9
Cc1ccc(C2N3CCCN23)cc1 (centres undefined),i,i,i,i,-1.0,i,-1.1,i,i,i,5.0
COC(=O)C(O)(c1ccc(NC(=O)c2ccco2)c(OC)c1)C(F)(F)F (centres undefined),12*,i,i,i,-6.6,i,2.5,i,i,i,6.4
CCOC(=O)CNC(=S)N1CC2C[C@@H](C1)Cn1c2cccc1=O,i,i,i,i,-3.6,i,-3.3,i,i,i,-2.6
NC1CCCCC1N=Cc1c(O)n(Cc2ccc(F)cc2)c(=O)[nH]c1=O (centres undefined),i,i,i,i,-1.8,i,4.5,i,i,i,1.7
CC1CCN(C(=O)C(C)Cl)CC1 (centres undefined),i,i,i,i,-0.6,i,3.2,i,i,i,/
CCOP(=O)(Cc1ccc(C#N)o1)OCC,i,i,i,i,-4.7,i,-0.1,i,i,i,6.6
C[N+]1(C)C2CCC1CC(OC(=O)c1c[nH]c3ccccc13)C2 (centres undefined),/,/,/,i,/,i,2.5,/,i,/,-2.0
COc1cc(N2CCOCC2)ccc1C=C1C(=O)NC(=O)NC1=O,i,i,i,i,-6.6,i,-3.3,i,i,i,4.1
CN1CC[C@@]23CCCC[C@@H]2[C@@H]1Cc1ccc(O)cc13,i,i,i,i,-6.3,i,-5.6,i,i,i,13.5
COc1ccc(C2C(C#N)=C(N)Oc3c2c(=O)oc2ccccc32)cc1Cn1cc([N+](=O)[O-])cn1 (centres undefined),i,i,i,i,-12.8,i,-2.5,i,i,i,13.5
CCc1ccc(NC2=NCCCS2)cc1,i,i,i,i,-9.8,i,-2.8,i,i,i,7.8
O=c1[nH]c(=O)n(Cc2ccccc2)c(O)c1C=Nc1ccc(CN2CCOCC2)cc1,i,i,i,i,-12.1,i,-1.5,i,i,i,-0.5
NCCNc1ccc([N+](=O)[O-])c2cccnc12,10*,i,i,i,-18.1,i,8.4,70*,i,i,-1.6
CCCCOCCCN1C(C)=CC(=C2C(=O)NC(=S)NC2=O)C=C1C,i,i,i,i,-9.2,i,-3.2,i,i,i,5.7
CC1=C(C(=O)Nc2ccccc2)SCCO1,i,i,i,i,-4.2,i,1.5,i,i,i,1.9
CC1CCCCN1CC(=O)c1ccc2cc[nH]c2c1 (centres undefined),i,i,i,i,-6.2,i,0.1,i,i,i,2.5
CCOc1ccc(-n2c(O)c(/C=C3\C=Nc4ccccc43)c(=O)[nH]c2=O)cc1,i,9*,i,i,-4.6,i,2.5,i,i,i,-4.3

# The listing continues.
SMILES,TRPC4 potent,KCNQ1 block,KCNQ1 act,TMEM16A inh,hERG protect,ANO1 activ,HDAC3 inhib,TRPC4 agonist,KCNK3 block,KCNK9 inh,DYRK1A inh
Cn1c(O)c(C=NC2CCCCCC2)c(=O)[nH]c1=S,i,i,i,i,-4.6,i,0.1,i,i,i,-1.1
COC(=O)c1ccc(N2C(=O)CC(N3CCC(n4c(=O)[nH]c5ccccc54)CC3)C2=O)cc1 (centres undefined),i,i,i,i,-10.2,i,-2.2,i,i,i,15.2
Cc1nc2ccccc2c(=O)n1-c1cccc(O)c1,i,i,i,i,-6.4,i,-6.6,i,i,i,10.9
Cc1ccc(-c2nc3ccccc3c(=O)n2-c2ncccc2C)cc1,i,i,i,i,-9.4,i,3.9,i,i,i,2.5
CCC(CO)(C(=O)OC1CC2CCC(C1)N2C)c1ccccc1 (centres undefined),i,i,i,i,-4.9,i,-0.1,i,i,i,1.3
O=C(COc1ccc(S(=O)(=O)N2CCOCC2)cc1)N1CCN(Cc2ccc3c(c2)OCO3)CC1,i,i,i,i,-8.7,i,2.9,i,i,i,0.5
Cc1cc(C(=O)CS(=O)(=O)c2ccccc2)cc(C)c1OC(=O)N(C)C,i,i,i,i,-10.0,i,?,i,i,i,-2.8
CCCCN1C(=O)NC(=O)C2(Cc3ccccc3N3CCOCC32)C1=O (centres undefined),i,i,i,i,-21.0,i,-0.8,i,i,i,1.7
O=C(/C=C/c1c[nH]c2ccccc12)c1c(O)n(CCc2ccccc2)c(=O)[nH]c1=O,i,i,i,i,-12.1,i,-2.5,i,i,i,8.0
Nc1c(C(=O)NC2CCCC2)c2nc3ccccc3nc2n1CC1CCCO1 (centres undefined),i,i,i,i,-10.3,i,-22.4,i,i,i,12.9
CCCC(=O)C1C(=O)NC(=O)NC1=O,i,i,i,i,-1.9,i,-6.6,i,i,i,-0.3
COc1cccc(CNC2CN3CCC2CC3)c1OC (centres undefined),i,i,i,i,-2.0,i,-3.8,i,i,i,0.1
Cc1ccc(OCC(=O)N2CCCC(N3CCN(c4ccc(F)cc4)CC3)C2)cc1 (centres undefined),i,i,i,i,-14.7,i,-6.5,i,i,i,-0.1
OC(CCNCCc1c[nH]c2ccccc12)C(F)(F)F (centres undefined),i,i,i,i,-2.3,i,-4.3,i,i,i,/
CC(C)NS(=O)(=O)c1ccc(OCC(=O)N2CCN(Cc3ccccc3)CC2)cc1,i,i,i,i,-6.9,i,-8.1,i,i,i,2.0
CNC(C(=O)c1ccccc1)C(OC(C)=O)c1cccc([N+](=O)[O-])c1 (centres undefined),i,i,i,i,-0.4,i,-1.2,i,i,i,1.0
O=C(Nc1ccc(OC(=O)N2CCCCC2)cc1)N1CCOCC1,i,i,i,i,-11.3,i,-1.9,i,i,i,-0.9
CCC(=NC1CCN(Cc2ccccc2)CC1)c1c(O)[nH]c(=O)[nH]c1=O,10*,i,i,i,-14.5,i,10.7,i,i,i,-3.7
COc1ccccc1C1C([N+](=O)[O-])=C(N)Oc2c1c(=O)oc1ccccc21 (centres undefined),i,i,i,i,-2.5,i,-0.7,i,i,i,0.8
O=P1(Nc2ccc(F)cc2)COc2ccccc2OC1,i,i,i,i,-6.9,i,0.2,i,i,i,2.9
Cc1nn(-c2ccccc2)c2c1C(c1ccc3c(c1)OCO3)SCC(=O)N2 (centres undefined),i,i,i,i,-2.2,i,3.7,i,i,i,0.1
CC(C)N1CCN(Cc2cccc([N+](=O)[O-])c2)CC1,i,i,i,i,-1.4,i,0.0,i,i,i,-7.2
CC(=O)NC(=O)NC(C)Cc1ccccc1 (centres undefined),i,i,i,i,-9.9,i,-1.0,i,i,i,-0.7
Cc1ccc2nsnc2c1-n1c(C)nc2ccccc2c1=O,i,i,i,i,-9.0,i,4.8,i,i,i,2.8
O=C(c1ccc(Cl)cc1)C1CCCN(Cc2ccc3ncccc3c2)C1 (centres undefined),i,i,i,25*,-27.8,i,6.6,80*,i,i,10.8

# Additional records.
SMILES,TRPC4 potent,KCNQ1 block,KCNQ1 act,TMEM16A inh,hERG protect,ANO1 activ,HDAC3 inhib,TRPC4 agonist,KCNK3 block,KCNK9 inh,DYRK1A inh
C=CCn1c(O)c(C(CC)=Nc2ccccc2NC(C)=O)c(=O)[nH]c1=O,i,i,i,i,-7.6,i,-5.2,i,i,i,-10.4
CN1C(=O)NC(=O)/C(=C\c2ccc([N+](=O)[O-])o2)C1=O,i,i,i,i,-11.1,i,1.0,i,i,i,0.5
O=C(Cn1c(=O)n(CC2CS2)c2ccccc21)N1CCCCC1 (centres undefined),i,i,i,i,-4.3,i,-3.6,i,i,i,-2.8
O=C(Nc1cccc(OC(=O)N2CCCCC2)c1)N1CCCCC1,i,i,i,i,-8.8,i,3.9,i,i,i,18.6
C=C1C/C(=C/C)C(=O)O[C@@H]2CCN3CC=C(COC(=O)[C@]1(C)O)[C@H]23,i,i,i,i,-8.6,i,-6.8,i,i,i,-1.5
CC(C)c1ccccc1OCC(=O)N1CCCN(C)CC1,i,i,i,i,-9.6,i,11.0,i,i,i,/
COCc1ccc(CN2CCCC(C(=O)c3sccc3C)C2)o1 (centres undefined),i,i,i,i,-6.5,i,3.0,i,i,i,-2.2
CCNc1nc(NC(C)(C)C)nc(SC)n1,i,i,i,i,-5.5,i,-1.5,i,i,i,7.2
COC(=O)C(O)(c1ccc2c(c1)CCCN2)C(F)(F)F (centres undefined),i,i,i,i,3.5,i,1.5,i,i,i,1.6
Cc1ccccc1-n1c(O)c(/C=N/Nc2nc3c(c(=O)n(C)c(=O)n3C)n2C)c(=O)[nH]c1=S,i,i,i,i,-7.4,i,-8.6,i,i,i,3.0
CC[n+]1c(/C=C/C=C/c2ccc(N(C)C)cc2)sc2ccccc21,i,i,i,25*,-28.7,i,1.1,i,-10.8*,-6.65*,17.8
S=C1CN=C(c2ccccc2Cl)c2cc(Cl)ccc2N1,i,i,i,i,-0.1,i,0.2,i,i,i,0.9
CCCNS(=O)(=O)c1ccc(OCC(=O)N2CCN(Cc3ccc4c(c3)OCO4)CC2)cc1,i,i,i,i,-15.0,i,-0.7,i,i,i,-0.7
CC(C)C(C)(NC(=O)c1cccn(Cc2ccc3c(c2)OC(F)(F)O3)c1=O)C(N)=O (centres undefined),i,i,i,i,-8.9,i,-5.2,i,i,i,2.8
CNCC(O)c1cc(F)c(OCc2ccccc2)c(OCc2ccccc2)c1F (centres undefined),i,i,i,i,-16.7,i,2.1,i,i,i,3.0
Nc1c(C(=O)NCc2ccco2)c2nc3ccccc3nc2n1CCN1CCCCC1,i,i,i,i,-14.1,i,-28.2,i,i,i,-1.3
CC(C)NC(=O)Cn1cc(C(=O)c2ccccc2)c2ccccc21,i,i,i,i,-3.5,i,0.2,i,i,i,0.7
